Screening data deposited in PubChem by several laboratories.
MsrA act = bovine methionine sulfoxide reductase A activation | purified bovine MsrA, absorbance read-out | activation, % at 10.6 µM | actives 0.3% (n = 360,000); in the data active = activation above about 7.5%;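 note: 0% = vehicle and 100% = reference activator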
CSN deneddyl inh = CSN deneddylation inhibition | Purified CSN, SCF-Nedd8-OG deneddylation, fluorescence polarization | actives 0.38% (n = 360,000) | inhibition, % at 12.5 µM | Q92905;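 active = pattern-corrected inhibition above about 35%, with an unprinted fluorescence ratio check between 0.5 and 1.5, limit read from the data, passing the limit was not always enough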;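 note: 0% = enzyme with substrate and 100% = substrate without enzyme; some results filed as inactive read as strong as hits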
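test system = HEK293T-derived human Csn5 enzyme | amount = 0.24 nM Csn5 enzyme, final concentration | medium = Tris/NaCl/DTT buffer, pH 7.5 | schedule = 90 min reaction at room temperature | signal = FP | evaluation = inhibition of Csn5 cleavage, % | compound dosing = single dose of 12.5 µM compound with 0.25% DMSO | probe or stimulus = 10 nM SCFSkp2-Nedd8OG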
PABP1 MLLE inh = inhibitors of microRNA-mediated deadenylation, human PABP1 MLLE binding. inhibition, % at 20 µM. actives 0.36% (n = 360,000). GST-MLLE / FITC-PAM2 fluorescence polarization. P11940; in the data active = inhibition above about 35%, passing the limit was not always enough;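 note: plate controls were DMSO wells with GST-MLLE for no effect and wells lacking GST-MLLE protein for full effect; some results filed as inactive read as strong as hits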
MT1-MMP act inh = blocks activation of human MT1-MMP | HT1080 RFP-PRO-GFP cells, GFP/RFP ratio fluorescence, overnight; percent of plate control window, DMSO zero | GFP/RFP ratio change, % at 20 µM | P50281 | actives 0.061% (n = 360,000);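 active = GFP/RFP ratio change of at least 30% with cell ATP level not reduced by more than half and red fluorescence within 50% of control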; note: strong numbers were not always called active
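Assay system: HT1080 RFP-PRO-GFP cells. Benchmarks: DMSO vehicle wells and RFP-L50D-GFP reporter cell wells. Times: overnight cell settling, then overnight compound exposure, 37 °C, 5% CO2. Compound: 20 µM single dose, 1% DMSO. Read-out basis: GFP/RFP fluorescence ratio.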
eLon inh = inhibitors of E. coli Lon protease | P0A9M0 | purified E. coli Lon protease, fluorescence polarization | inhibition, % at 7.94 µM | actives 0.42% (n = 360,000) | AID 602123; in the data active = inhibition above about 13%, passing the limit was not always enough;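 note: 0% = enzyme with probe and DMSO and 100% = no enzyme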
FAS TE block = FAS thioesterase (human) inhibition. AID 602261. inhibition, % at 15 µM. P49327. recombinant FAS-TE, OMFH fluorogenic substrate, fluorescence endpoint. actives 0.67% (n = 360,000);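 active = compounds whose normalised, plate-corrected inhibition of enzyme fluorescence in the single-dose primary screen is 50% or more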;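 note: 0% = DMSO with enzyme and 100% = substrate without enzyme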
MsrA inhibitor = inhibitors of bovine MsrA | purified bovine MsrA, absorbance read-out | inhibition, % at 15.5 µM | actives 0.75% (n = 360,000) | AID 651718; in the data active = inhibition above about 4.5%;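 note: 0% = vehicle wells with enzyme and 100% = reference inhibitor wells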
Rpn11 inh = Rpn11 (human) deubiquitinase inhibition; human 26S proteasome, Ub4-pepOG fluorescence polarization; 20S core pre-blocked with epoxomicin; calls only at 20 µM; actives 0.59% (n = 360,000); AID 588493;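 active = inhibition at 20 µM, scaled to each plate's controls, above about 33%, limit read from the data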
Rin1-Abl PPI inh = blocks binding of human Rin1 to Abl; AID 588664; actives 0.4% (n = 360,000); inhibition, % at 7.35 µM; TR-FRET Rin1/Abl binding, biochemical; P00519+Q13671; in the data active = inhibition above about 5%, passing the limit was not always enough
Target sequence (P00519 whole entry, looked up): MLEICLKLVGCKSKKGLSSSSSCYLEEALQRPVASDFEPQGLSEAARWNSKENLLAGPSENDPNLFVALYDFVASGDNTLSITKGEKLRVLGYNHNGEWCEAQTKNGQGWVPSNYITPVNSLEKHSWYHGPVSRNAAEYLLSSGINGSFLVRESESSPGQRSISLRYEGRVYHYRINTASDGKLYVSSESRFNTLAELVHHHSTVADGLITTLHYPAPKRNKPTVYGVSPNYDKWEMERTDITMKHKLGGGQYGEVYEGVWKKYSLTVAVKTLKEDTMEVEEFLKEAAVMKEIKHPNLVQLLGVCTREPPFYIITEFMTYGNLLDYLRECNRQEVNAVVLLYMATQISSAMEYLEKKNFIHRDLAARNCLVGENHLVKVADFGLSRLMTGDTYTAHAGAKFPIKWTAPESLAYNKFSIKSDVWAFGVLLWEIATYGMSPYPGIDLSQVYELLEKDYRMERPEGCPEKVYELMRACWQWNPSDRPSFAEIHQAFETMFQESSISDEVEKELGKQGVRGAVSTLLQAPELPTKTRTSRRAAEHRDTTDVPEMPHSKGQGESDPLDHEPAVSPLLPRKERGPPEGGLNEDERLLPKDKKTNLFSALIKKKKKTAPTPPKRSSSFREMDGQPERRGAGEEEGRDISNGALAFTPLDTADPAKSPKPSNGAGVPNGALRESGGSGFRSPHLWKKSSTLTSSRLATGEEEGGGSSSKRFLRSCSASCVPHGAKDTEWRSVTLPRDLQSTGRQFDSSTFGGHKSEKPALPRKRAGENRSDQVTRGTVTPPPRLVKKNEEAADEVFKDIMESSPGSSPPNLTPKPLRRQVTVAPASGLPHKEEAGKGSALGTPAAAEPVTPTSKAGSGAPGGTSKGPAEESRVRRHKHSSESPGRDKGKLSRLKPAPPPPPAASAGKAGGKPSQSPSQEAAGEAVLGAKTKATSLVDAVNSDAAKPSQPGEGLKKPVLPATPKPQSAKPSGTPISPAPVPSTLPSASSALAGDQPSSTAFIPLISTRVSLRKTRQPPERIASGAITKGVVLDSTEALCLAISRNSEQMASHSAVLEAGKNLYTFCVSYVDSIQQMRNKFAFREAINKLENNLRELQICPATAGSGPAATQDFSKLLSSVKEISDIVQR
Target sequence (Q13671 whole entry, looked up): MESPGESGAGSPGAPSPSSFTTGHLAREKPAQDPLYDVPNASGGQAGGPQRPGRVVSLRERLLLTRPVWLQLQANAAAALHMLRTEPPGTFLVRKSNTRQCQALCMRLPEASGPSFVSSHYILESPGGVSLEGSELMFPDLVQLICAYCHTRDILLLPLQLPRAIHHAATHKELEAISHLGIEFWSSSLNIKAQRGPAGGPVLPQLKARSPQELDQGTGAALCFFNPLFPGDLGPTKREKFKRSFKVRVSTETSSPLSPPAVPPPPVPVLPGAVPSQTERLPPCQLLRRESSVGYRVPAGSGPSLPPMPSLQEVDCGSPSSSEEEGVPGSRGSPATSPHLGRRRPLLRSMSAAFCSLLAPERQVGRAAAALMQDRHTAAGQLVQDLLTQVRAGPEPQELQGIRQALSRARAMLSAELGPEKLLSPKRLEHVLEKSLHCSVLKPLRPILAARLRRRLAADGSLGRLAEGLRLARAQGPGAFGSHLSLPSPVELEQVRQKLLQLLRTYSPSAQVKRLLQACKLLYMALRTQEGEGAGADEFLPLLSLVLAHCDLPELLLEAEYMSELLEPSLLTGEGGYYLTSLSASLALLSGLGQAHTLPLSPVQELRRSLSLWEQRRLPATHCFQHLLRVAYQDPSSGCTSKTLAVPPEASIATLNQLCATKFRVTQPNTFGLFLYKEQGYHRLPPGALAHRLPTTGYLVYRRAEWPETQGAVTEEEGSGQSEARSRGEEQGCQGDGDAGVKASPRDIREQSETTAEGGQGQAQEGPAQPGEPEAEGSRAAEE
* marks the source's active call; other numbers are inactive results; i = inactive; nt = not tested or not shown; + = active, no number; & = joins results of further samples; ! = a repeat was not active.

SMILES	MsrA act	CSN deneddyl inh	PABP1 MLLE inh	MT1-MMP act inh	eLon inh	FAS TE block	MsrA inhibitor	Rpn11 inh	Rin1-Abl PPI inh
COC(=O)C1C(=O)C2=C(CC1C)NC(C)=C(C(=O)OCCOc1ccccc1)C2c1ccc(C)o1 (centres undefined)	1.2	1.3	1.9	1.4	4.2	37.7	0.1	i	3.1
COC(=O)c1ccc2nc(-c3ccc(F)cc3)c(Cc3ccccc3OC)n2c1	-1.8	0.7	nt	-2.4	3.0	17.8	0.3	nt	nt
CCOC(=O)N1CCN(C(=O)CNC(=O)c2ccc(Cl)cc2)CC1	-2.3	7.1	11.4	0.0	-4.3	-4.9	-0.1	i	-0.7
COCCNC(=O)C(=O)N/N=C/c1ccc(C(=O)OC)cc1	-3.3	1.5	-4.8	1.6	3.1	-4.5	1.1	i	-0.9
CC(C)(C)c1nc(NCCN2CCOCC2)c2nnn(Cc3ccccc3Cl)c2n1	2.7	1.7	4.8	-11.9	-6.7	17.9	2.1	i	-1.5
O=C(CSc1ncn[nH]1)N1N=C(c2ccc(Cl)cc2)CC1c1ccco1 (centres undefined)	0.8	-5.9	18.3	3.3	0.8	-65.6	-0.3	i	-4.2
CSC(=NC#N)N1CCN(C(=NC#N)SC)CC1	-9.0	1.4	4.4	0.8	-4.3	-2.3	1.6	i	3.9
O=S1(=O)CCN(C2CCCCCC2)CC1	-8.8	1.2	5.4	-9.2	7.4	-5.3	-0.1	i	-0.5
CCOC(=O)c1nn(-c2ccc(C)cc2)c(C)c1C(C)=O	5.0	-2.0	2.6	-0.3	-12.4	-1.2	0.3	i	1.6
CC1(C)Oc2ccc(C(=O)NC3CCCCC3)cc2N(CC#N)C1=O	-2.7	-6.2	7.4	0.6	-5.0	0.2	-0.1	i	2.6
Cc1ccc(S(=O)(=O)/N=C(/Sc2ccccc2C(=O)O)c2ccccc2)cc1	-1.1	-2.0	15.7	-2.2	-7.5	16.1	1.2	i	-3.6
C#CCOCCOCCOCCNc1nc(N2CCN(C(=O)CCCCCCCCCCNC(=O)[C@@H](CCC(=O)O)n3cc(CCCCCN)nn3)CC2)nc(N2CCN(C(=O)CCCCCCCCCCNC(=O)[C@H](CCCCN)n3cc(C[C@@H](C)CC)nn3)CC2)n1	3.3	3.9	-5.8	4.8	0.9	-24.0	nt	i	3.0
Cc1sc(NC(=O)CN2CCOCC2)nc1-c1ccc2c(c1)CCN2S(=O)(=O)c1ccccc1	-7.4	-3.1	-26.1	0.0	-8.2	19.1	0.9	i	-3.5
O=C(Nc1ccc2nc(N3CCOCC3)sc2c1)c1cc2ccccc2o1	-1.6	0.8	-25.8	-2.6	3.8	10.4	2.6	i	-0.4
COc1ccc(C(=O)CSc2nnc(-c3ccc(C)cc3)o2)cc1	-4.8	-0.6	-98.1	3.1	-13.1	-4.7	-0.7	i	1.6
COc1ccc(-c2ccc3c(c2)O/C(=C\c2ccsc2)C3=O)cn1	-1.8	10.8	-27.5	2.9	-24.7	14.4	0.3	+	-2.1
CC(C)OC(=O)c1ccc(NCc2cc(O)ccc2O)cc1	-4.5	4.2	4.4	-54.6	5.2	-0.9	0.8	i	1.7
COc1ccc(C2=NN(S(=O)(=O)c3ccccc3)C(c3ccccc3)C2)cc1 (centres undefined)	-7.0	4.8	-1.0	-2.0	-1.6	23.0	1.1	i	0.3
Cc1cnc(CN(C)C(=O)c2cc(COc3c(F)cccc3F)on2)[nH]1	-3.1	2.5	3.0	2.5	-0.7	-2.1	-0.7	i	0.0
C=C[C@H](Cc1ccccc1)N(Cc1ccccc1)S(=O)(=O)N(Cc1ccccc1)[C@H](C=C)Cc1ccccc1	-1.9	-5.6	7.4	-8.9	-7.5	35.9	1.1	i	-0.3
O=C(NCC(=O)N(c1ccccc1)C(C(=O)NCC1CCCO1)c1ccccc1)c1cccs1 (centres undefined)	-3.0	1.5	-1.6	-2.9	-3.0	-2.7	-2.2	i	1.2
CCN(CC)CCN1C(=O)C(=O)/C(=C(/O)c2cnn(-c3ccccc3)c2C)C1c1ccc(C)o1 (centres undefined)	0.7	1.9	4.6	-3.3	5.2	-7.7	2.1	i	-2.5
Cc1nnc(NC(=O)c2ccc(S(=O)(=O)N3CC(C)OC(C)C3)cc2)o1 (centres undefined)	-5.0	2.1	0.8	-5.1	-2.5	-3.4	-0.4	i	-2.8
CCc1c(C)[nH]n(-c2nc(-c3cccc([N+](=O)[O-])c3)cs2)c1=O	-2.3	-0.4	26.2	2.9	10.4	25.5	0.3	i	-4.0
C/C(=N\N1CCN(Cc2ccccc2Cl)CC1)c1ccc(F)cc1	-0.5	-1.2	-4.2	4.8	0.8	17.4	-0.7	i	0.3
Cc1c(S(=O)(=O)N2CCN(c3ccc(F)cc3)CC2)c(=O)n(C)c(=O)n1C	-13.1	1.6	4.4	-5.1	12.4	-5.3	-0.5	i	2.1
CCN1CCN(Cc2ccc(NC(=O)c3ccc(C)c(/C=C/c4cnc(Nc5cc(N6CCNCC6)nc(C)n5)cn4)c3)cc2C(F)(F)F)CC1	0.2&-0.4	56.9*!	-68.1&-89.2	-71.0&-50.2	-150.8&-97.1	-63.0&-29.8	nt	nt	-5.4&-2.2
N#Cc1ccc(/C=C2\CCCCn3c2nc2cc(C(=O)O)ccc2c3=O)cc1	-1.2	1.3	-5.8	2.8	-2.3	-2.3	0.8	i	-1.3
COc1cnc(-c2ccccn2)nc1Sc1ccccc1Cl	-10.6	-2.8	6.8	7.7	6.3	-3.1	0.5	i	0.7
O=S1(=O)C=C(SCCN2CCCC2)c2ccccc21	3.4	-1.4	2.3	1.8	5.2	-1.0	-0.6	i	-3.5
COc1ccc2oc(=O)c(C(=O)Nc3ccccc3O)cc2c1	-1.2	2.3	-19.4	1.0	-5.5	-3.1	-0.1	i	-1.9
C/C(=N\Nc1nccnc1Cl)c1ccc(O)c(C)c1	-2.6	1.5	-9.9	-0.3	-3.7	-3.6	3.6	i	1.2
Cc1cc(NC(=O)C(C)SCC(=O)NCc2ccc(F)cc2)no1 (centres undefined)	-12.4	2.5	-0.6	nt	6.8	-8.1	-0.2	i	-2.0
O=C(Nc1ccc(F)cc1)NC1CCN(Cc2nnnn2Cc2ccco2)CC1	-3.6	3.4	6.2	5.4	2.0	-6.3	0.9	i	-1.4
O=S(=O)(Nc1ccc2c(c1)OCO2)c1ccccc1	-2.2	3.5	-10.2	6.7	7.1	-1.9	-1.0	i	-4.7
Cc1cc(C(=O)Nc2ccc(N3CCCC3)c(Cl)c2)ccc1[N+](=O)[O-]	-1.4	-0.9	5.5	4.4	-0.9	39.4	-0.4	i	0.1
O=C(c1ccccc1)c1ccc(C(=O)N2CCN(c3ccccc3)CC2)cc1	-1.9	2.0	0.4	2.2	-6.3	15.1	-0.6	i	-3.3
CC(C)c1ccc(NC(=O)COC(=O)[C@@H]2CCCN2C(=O)c2cccs2)cc1	2.6	0.1	-7.3	-1.4	-1.7	23.0	-0.7	i	0.3
O=C(COc1ccccc1Cl)N(Cc1ccco1)C1CCS(=O)(=O)C1 (centres undefined)	-12.6	2.2	10.3	2.5	-0.4	-9.2	1.4	i	-0.4
Cc1ccc(SC(CC(=O)c2ccc(C)cc2)C(=O)O)cc1 (centres undefined)	-5.0	7.0	26.6	-3.5	-0.3	-7.8	-0.5	i	-0.8
COc1ccc2cc3cc(C(=O)N4CCCC(C)C4)oc3nc2c1 (centres undefined)	-2.3	-1.6	6.0	-3.6	-1.1	71.1*	1.5	i	2.0
O=C(CSc1nnc(-c2ccccc2)c(-c2ccccc2)n1)N1CCOCC1	2.9	0.7	-9.1	-2.7	7.2	-3.1	1.1	i	-2.8
CCOc1ccc(C(=O)Nc2ccc(NC(=O)c3ccco3)c(Cl)c2)cc1Cl	1.8	2.0	-18.2	-1.3	3.2	-0.6	-0.3	i	-2.5
COc1cccc(CC(=O)N[C@@H](CCSC)c2nc3ccccc3[nH]2)c1	-8.9	-1.9	10.1	-1.8	1.2	3.1	-0.3	i	-1.5
Cc1cccc(C)c1N1C(=O)C2ON(c3ccccc3)C(c3ccncc3)C2C1=O (centres undefined)	-0.3	7.6	-4.4	-1.9	6.8	8.7	0.1	i	-5.1
COc1ccc(OC)c(C(O)c2coc3ccc(O)c(CN(C)C)c23)c1 (centres undefined)	-2.2	4.8	6.5	3.0	-3.0	-7.2	1.7	i	1.0
CCN(CC)S(=O)(=O)c1ccc(N2CCN(C)CC2)c(NC(=O)CSCC(=O)Nc2cccc(C)c2)c1	-2.4	-7.4	-9.3	-3.0	-2.9	-1.2	-0.7	i	-1.0
CC(=O)N1CCN(CC(=O)Nc2cc(S(=O)(=O)N3CCOCC3)ccc2C)CC1	-10.2	2.3	-5.5	-7.7	6.0	-4.7	-0.2	i	5.8
C[C@H](CO)N1C[C@H](C)[C@@H](CN(C)C(=O)NC2CCCCC2)Oc2ccc(NC(=O)Nc3ccccc3)cc2C1=O	-0.6	-6.5	-7.4	6.1	3.0	-5.3	-0.2	i	-3.7
CCOc1cc2[nH]c(=O)n(Cc3ccc(C(=O)NCCCN4CCCC4=O)cc3)c(=O)c2cc1OCC	-1.8	-5.1	-2.1	1.8	1.6	-3.2	0.2	i	-3.1
COc1ccccc1C(=O)NCC(c1cccnc1)N(C)C (centres undefined)	-1.6	-6.1	9.2	-3.0	1.3	-7.4	-0.3	i	-4.2
O=C(C1CC1)N1CCN=C1SCc1ccccc1Cl	-1.5	-2.2	-8.1	-1.4	1.6	1.9	1.4	i	-0.2
NS(=O)(=O)c1ccc(NC(=S)NC(=O)c2ccc3c(c2)OCO3)cc1	-3.5	-1.0	39.1	-1.3	-3.3	1.0	1.0	i	1.5
COc1ccc(-c2c(C)nn(Cc3ccccc3)c2N)cc1	-13.1	-7.8	2.8	3.4	-5.8	-4.4	0.5	i	1.5
Cc1cccc(NC(=O)N2CCC(n3nnc4cc(C)ccc43)CC2)c1	0.6	-8.0	0.8	3.0	-2.2	4.2	1.0	i	-0.4
Cc1cc(C)c(NC(=O)c2ccccc2C(=O)c2ccccc2)c(C)c1	-8.9	4.7	-5.1	-3.0	0.5	-6.9	-0.4	i	3.0
O=c1c2cc([N+](=O)[O-])ccc2nc(CN2CCN(c3ccccn3)CC2)n1-c1ccccc1F	-3.8	-4.9	8.1	0.3	-0.3	49.1	-0.7	i	-1.9
COc1ccc(C(c2nnnn2-c2ccc3c(c2)OCCO3)N2CCN(C/C=C/c3ccccc3)CC2)cc1 (centres undefined)	-11.5	-3.8	2.5	nt	-3.6	23.4	-0.1	i	1.7
O=C1NCCNC1c1ccccc1 (centres undefined)	-5.2	3.8	9.6	0.4	-2.9	-8.5	0.9	i	1.1
Cc1cccc(CN2CCC(C(=O)Nc3cccc(-c4cscn4)c3)CC2)n1	-1.6	4.8	-1.9	-0.2	-4.4	-7.9	-0.3	i	2.5

2 compounds drawn at random from the list so far:
SMILES	MsrA act	CSN deneddyl inh	PABP1 MLLE inh	MT1-MMP act inh	eLon inh	FAS TE block	MsrA inhibitor	Rpn11 inh	Rin1-Abl PPI inh
CC(=O)N1CCN(CC(=O)Nc2cc(S(=O)(=O)N3CCOCC3)ccc2C)CC1	-10.2	2.3	-5.5	-7.7	6.0	-4.7	-0.2	i	5.8
O=C1NCCNC1c1ccccc1 (centres undefined)	-5.2	3.8	9.6	0.4	-2.9	-8.5	0.9	i	1.1
